High-throughput results: PubChem, several laboratories
TROY NFkB inh: blocks TROY-dependent signaling in reporter cells | AID 1347056 | 360,000 compounds, 0.98% hits | inhibition, % at 10 µM | Q293 LMP1-TROYcd NF-kB luciferase reporter, 4 h;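 active = compounds whose plate-normalised and pattern-corrected inhibition of the luciferase reporter signal at the single screening dose is 50% or more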
KKLEB cytotox: reduces viability of KKLEB cystic fibrosis airway cells | 360,000 compounds, 0.36% hits | AID 602141 | activity change (cytotoxicity), % at 5 µM | KKLEB CF airway cells viability, ATPlite luminescence, overnight; hits give low values; cells stimulated with P. aeruginosa culture filtrate;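 active = corrected activity change at or below -50% at 5 µM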
Shn3 3UTR inh: inhibitors of Schnurri-3 3'UTR reporter in osteoblasts | Clone20 osteoblast Shn3 3'UTR firefly luciferase, 24 h | inhibition, % at 12.5 µM | 360,000 compounds, 0.52% hits;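 active = mean inhibition of at least 75% with every replicate also reaching 75%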;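 also: 0% = median of neutral control wells and 100% = pilot-screen positive control compound; some compounds past the cut are filed as inactive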
NCOA3 inh: inhibitors of human steroid receptor coactivator 3 (SRC3) | AID 588352 | 360,000 compounds, 0.17% hits | inhibition, % at 3.6 µM | HEK293 GAL4-SRC3 luciferase reporter, luminescence;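 active = inhibition above a per-campaign cutoff, the mean of all compounds plus 3 SD, cut at about 60% in these data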;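 also: 0% = DMSO-treated cells and 100% = gossypol-treated cells at 36 µM; higher means less SRC3-driven luciferase light from the GAL4 reporter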
SRC1 inh: inhibits human SRC1 coactivator; Q15788; HEK293 GAL4-SRC1 luciferase reporter, luminescence; inhibition, % at 3.6 µM; 360,000 compounds, 0.12% hits; AID 588354;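 active = inhibition above the campaign mean plus 3 SD, with each screening campaign given its own cutoff, cut at about 60% in these data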;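 also: 0% = DMSO treated cells and 100% = gossypol at 36 µM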
EBV LMP1 NFkB: Epstein-Barr LMP1 NF-kappaB reporter inhibition; LMP1-induced NF-kappaB luciferase reporter cells, luminescence; inhibition, % at 12.5 µM; 350,000 compounds, 0.69% hits; in the data active = inhibition above about 41%;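 also: 0% = neutral control wells and 100% = reference inhibitor control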
NR5A2 inv ag: suppresses constitutive activity of human LRH-1; HEK293T StAR-luciferase reporter, LRH-1 transfected, 24 h; inhibition, % at 3.6 µM; 360,000 compounds, 0.13% hits; AID 602396;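 active = inhibition above the mean inhibition of all tested compounds plus 3 SD, cut at about 73% in these data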;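 also: 0% = DMSO wells and 100% = reporter-only cells lacking LRH-1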
Target sequence (O00482 whole entry, looked up): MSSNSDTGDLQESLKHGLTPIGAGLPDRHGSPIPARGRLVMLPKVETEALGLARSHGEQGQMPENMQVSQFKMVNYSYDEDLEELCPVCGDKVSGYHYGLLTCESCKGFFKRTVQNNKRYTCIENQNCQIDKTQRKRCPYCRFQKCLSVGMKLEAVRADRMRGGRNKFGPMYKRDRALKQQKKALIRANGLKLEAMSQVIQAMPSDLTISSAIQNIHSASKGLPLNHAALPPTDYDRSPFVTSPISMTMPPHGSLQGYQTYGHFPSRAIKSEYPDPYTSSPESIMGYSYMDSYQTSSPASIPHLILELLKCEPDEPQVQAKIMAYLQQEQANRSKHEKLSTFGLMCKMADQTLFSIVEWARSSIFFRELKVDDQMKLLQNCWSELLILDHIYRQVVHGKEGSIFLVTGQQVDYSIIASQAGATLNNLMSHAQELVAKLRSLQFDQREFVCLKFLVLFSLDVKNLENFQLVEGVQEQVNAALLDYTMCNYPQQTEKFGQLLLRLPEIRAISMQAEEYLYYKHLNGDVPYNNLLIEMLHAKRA
NR2F2 inh: inhibitors of human COUP-TFII (NR2F2); P24468; HEK293T NGFI-A luciferase reporter, luminescence; inhibition, % at 8.6 µM; 370,000 compounds, 0.7% hits;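 active = inhibition above a per-plate cutoff, mean inhibition of test wells between control levels plus 3 SD, cut at about 38% in these data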;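 also: cells cotransfected with COUP-TFII expression vector driving the NGFI-A reporter; 0% = median of COUP-TF2 test wells and 100% = reporter-only cells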
Target sequence (P24468 whole entry, looked up): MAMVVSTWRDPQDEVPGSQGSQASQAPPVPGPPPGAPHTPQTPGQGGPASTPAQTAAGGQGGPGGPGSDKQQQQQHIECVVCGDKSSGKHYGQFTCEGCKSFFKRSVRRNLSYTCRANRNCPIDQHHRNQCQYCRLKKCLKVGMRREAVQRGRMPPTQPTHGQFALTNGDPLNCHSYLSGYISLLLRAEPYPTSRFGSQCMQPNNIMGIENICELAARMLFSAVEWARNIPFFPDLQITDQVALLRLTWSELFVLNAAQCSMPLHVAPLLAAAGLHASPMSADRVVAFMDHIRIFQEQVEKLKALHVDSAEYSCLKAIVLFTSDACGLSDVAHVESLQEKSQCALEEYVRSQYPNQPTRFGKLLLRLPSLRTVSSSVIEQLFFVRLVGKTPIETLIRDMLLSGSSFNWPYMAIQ
CF NFkB block: cystic fibrosis NF-kB activation inhibition; KKLEB NF-kB-GFP reporter, PAF-induced, GFP fluorescence overnight; inhibition, % at 5 µM; 360,000 compounds, 0.86% hits; AID 588850;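 active = at least 50% inhibition at 5 µM, scaled per plate between neutral and stimulator controls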;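 also: PAF is a Pseudomonas aeruginosa culture filtrate used as stimulus; plate controls were PAF-stimulated DMSO wells for no effect and unstimulated DMSO wells for full effect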
TWEAK-Fn14 inh: TWEAK-Fn14 signaling inhibition; TWEAK-stimulated Fn14 reporter cells, luciferase luminescence, 8 h; 360,000 compounds, 2% hits; inhibition, % at 10 µM; in the data active = inhibition above about 50%
TRAIL sens C8: caspase-8 TRAIL sensitization | AID 624354 | NB7+C8 cells + TRAIL, ATPlite viability luminescence | inhibition (viability loss, TRAIL sensitization), % at 10 µM | 360,000 compounds, 1% hits;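 active = compounds causing at least 50% loss of cell viability in the single-dose screen, relative to plate controls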
Starred values were filed as active, the others as inactive; . = no result given. This is a subset, so the mix of outcomes need not match the whole.

SMILES	TROY NFkB inh	KKLEB cytotox	Shn3 3UTR inh	NCOA3 inh	SRC1 inh	EBV LMP1 NFkB	NR5A2 inv ag	NR2F2 inh	CF NFkB block	TWEAK-Fn14 inh	TRAIL sens C8
O=C(Cn1cc([N+](=O)[O-])cn1)NCc1ccc(-n2cccn2)cc1	12	-9	6	12	-23	-4	7	7	6	-3	-6
Cc1cccc(N(Cc2ccccc2)C(=O)c2ccc(C)c(S(=O)(=O)N3CCOCC3)c2)c1	-1	-22	1	23	-11	8	-13	18	40	12	12
COc1ccc(OC)c(NC(=O)CN2C(=O)C3(OCCCO3)c3ccccc32)c1	20	14	-14	-17	8	-1	-14	-5	-4	0	-10
CC(C)[C@H](NS(=O)(=O)c1ccc(Cl)cc1)C(=O)OCC(=O)c1c(N)n(C)c(=O)n(C)c1=O	-13	-15	-4	12	0	-4	8	-9	19	-26	-14
O=Cc1ccc(N2CCCC2)c([N+](=O)[O-])c1	-27	-2	-5	10	-15	1	-9	2	-2	2	-6
CC1=C(C)C(=O)C(CCCCC#CCCCC#CCO)=C(C)C1=O	10	2	-1	-7	-13	43*	12	.	44	24	-2
COc1ccccc1OC(C)C(=O)Nc1ccc2c(c1)OCCO2 (stereo not drawn)	1	-24	-3	0	-6	-3	-26	-10	-2	-2	-2
CCN(CC)c1ccc(S(=O)(=O)N2CCOCC2)cc1NC(=O)COC(=O)/C=C/c1ccc(O)c(OC)c1	3	6	9	-1	-7	2	-18	-10	27	6	3
O=C(O)c1[nH]c2ccccc2c1C(c1cc(Br)ccc1O)c1c(C(=O)O)[nH]c2ccccc12	14	0	7	-20	-15	0	17	6	0	17	-4
COc1ccc(N(C)S(=O)(=O)c2cccc(C(=O)OC(C)C(=O)NC3CCCCC3C)c2)cc1 (stereo not drawn)	7	21	-11	-23	-6	1	1	24	-24	2	20
CCCCN(C=O)c1c(CC)nc2ccc(C(=O)N3CCN(c4ccccc4)CC3)cn12	2	-2	-4	-1	3	.	6	1	9	16	0
COc1cc(OC)c(-c2nn3c(C4CCCCC4)nnc3s2)cc1OC	-24	-2	-10	-19	-12	-1	16	-40	-24	-67	7
COc1ccc(/C=C(/NC(=O)c2ccccc2)C(=O)N/N=C/c2ccncc2)c(OC)c1	-14	0	-1	11	15	-6	2	4	2	-22	-8
O=C1NC(=Nc2ccccc2)c2ccc([N+](=O)[O-])cc21	-11	-6	11	13	8	-2	7	12	-24	7	14
Cc1ccc2oc(-c3cccc(NC(=O)C4CCCO4)c3)nc2c1 (stereo not drawn)	-41	2	-73	-69	-72	-17	-107	-36	-12	7	16
Cc1ccc(CC(=O)Nc2cccc([N+](=O)[O-])c2)cc1	-2	12	21	12	-5	-22	-15	-1	7	15	-12
COc1ccc(C(=O)COc2ccc(F)cc2)c(O)c1	-62	27	-74	-39	-25	-16	-62	-29	-11	-9	-3
O=c1nc(-c2ccccc2)cc(-c2ccccc2)[nH]1	9	0	8	-9	1	2	1	11	-3	-4	9
CCc1nc2c(OCC(N)=O)cccn2c1N(C)C(=O)c1ccc(OC)cc1	17	1	4	-7	6	.	-22	-3	-1	-1	-9
CCC(OC(=O)c1nsc(Cl)c1Cl)C(=O)NCc1ccco1 (stereo not drawn)	-2	-4	7	1	-4	3	-7	-10	3	-1	-9
Nc1n[nH]c(S(=O)(=O)CCCc2ccccc2)n1	3	4	-5	-2	-15	0	-4	15	-8	-5	-4
Cc1ccc(C)c(NC(=O)CCN2CCN(C)CC2)c1	-21	-9	-69	-1	-4	-3	13	-17	2	3	-5
Cc1cccc(-n2cc(-c3ccc([N+](=O)[O-])cc3)[nH]c2=S)c1	-61	4	-10	-45	-72	-13	-45	-20	1	-39	-6
CC(C)(C)C(=O)Nc1nnc(CSCc2ccccc2F)s1	30	1	10	29	11	8	7	-2	6	73*	-1
O=C(NCC(c1ccco1)N1CCN(c2ccccc2F)CC1)c1ccc2c(c1)OCO2 (stereo not drawn)	6	-16	5	2	10	-5	0	16	26	-2	0
The list goes on.
SMILES	TROY NFkB inh	KKLEB cytotox	Shn3 3UTR inh	NCOA3 inh	SRC1 inh	EBV LMP1 NFkB	NR5A2 inv ag	NR2F2 inh	CF NFkB block	TWEAK-Fn14 inh	TRAIL sens C8
COc1ccc(/C(N)=N/OC(=O)Cc2cccs2)cc1OC	-46	-3	-22	-25	-36	-8	4	-24	5	-3	0
COc1ccc(CNC(=O)C2CC(c3cc(C(F)(F)F)cc(C(F)(F)F)c3)=NO2)cc1 (stereo not drawn)	-8	-15	-14	2	-7	-10	15	4	28	-3	13
COc1ccccc1NC(=O)C(=O)Nc1ccc2c(c1)N(C(=O)C1CC1)CCC2	-1	-25	-42	-16	2	-12	-29	-19	7	-22	6
COc1ccc(CNC(=O)CN(Cc2ccc(Cl)cc2)S(C)(=O)=O)cc1	7	-3	9	10	-16	0	1	11	2	-10	4
COC(=O)[C@]12CCCCC=C1N(Cc1ccc(Cl)cc1Cl)C(=O)[C@H](CC(=O)NCC13CC4CC(CC(C4)C1)C3)C2	0	.	.	.	.	.	-32	-18	.	9	-2
CCc1c(C)sc(NC(=O)c2ccccc2[N+](=O)[O-])c1C(N)=O	5	11	25	-8	5	-3	10	-5	10	-1	-13
Cc1nn(-c2ccccc2)c(C)c1/C=N/NC(=O)c1cccs1	-47	-9	-40	-88	-77	-24	-170	-18	5	-38	41
CC(=O)c1cccc(CN2CCC(CO)(CCOc3ccccc3)CC2)c1	22	3	0	-12	-2	-3	7	15	10	-9	3
COc1ccc(Nc2ncc3c(n2)CC(c2ccccc2)CC3=O)cc1 (stereo not drawn)	3	-8	14	3	11	7	26	-3	-5	-42	2
COc1ccc(OC)c(N2C(=O)C(Cl)=C(N3CCCCC3)C2=O)c1	8	12	-8	-20	9	-3	-29	-16	-20	-12	-10
Cc1cc(C)c(S(=O)(=O)N2CCN(C(=O)c3ccc4c(c3)OCO4)CC2)c(C)c1	14	0	7	10	5	5	-2	19	13	0	-2
O=C(Nc1cnn(Cc2ccccc2)c1)c1cc2nc(-c3ccco3)cc(C(F)(F)F)n2n1	15	-22	20	10	-9	1	-13	2	10	4	34
CCCNC(=O)C1(C)CCCN(Cc2cccn2C)C1 (stereo not drawn)	-10	-6	-2	-11	10	.	-22	-23	10	1	-3
NC(=O)Cn1nnc(-c2ccc(NC(=O)c3ccc(F)cc3)cc2)n1	-45	7	-45	-67	-53	-4	-78	-23	-9	-21	-3
CC(=O)c1cccc(NC(=S)NC(=O)Cc2ccc(Cl)cc2)c1	-7	2	-8	-3	-10	-3	-1	-3	8	-7	-2
CCOC(=O)N1CCC(N2CCN(S(=O)(=O)c3ccc(OC)cc3)CC2)CC1	4	9	8	9	-4	4	15	-3	-27	5	2
CC(=O)N1CCC(N(CCN2CCOCC2)C(=O)Nc2ccc(Cl)c(Cl)c2)CC1	4	-10	-8	4	-9	-6	13	-15	12	-5	0
CS(=O)(=O)N1CCc2cc(C(=O)Nc3ccc(Cl)cc3)ccc21	-44	-2	-55	-41	-37	-8	-45	-38	0	-27	-5
COC(=O)CCCCC(=O)OC	-4	6	0	3	7	-3	17	-13	1	-6	8
CC1(C)Cc2c(sc3c2c(=N)n(Cc2ccco2)c(=O)n3Cc2ccc(F)cc2)CO1	6	-17	8	1	-13	8	10	-8	16	-11	-5
CN1CCCN(C(c2ccccc2)c2ccc(Cl)cc2)CC1 (stereo not drawn)	6	2	-16	30	12	-9	6	13	21	-19	10
Cc1ccc(NC(=O)CCC(=O)N2CCC(C)CC2)c([N+](=O)[O-])c1	-31	0	8	11	-9	.	15	5	11	20	2
CCCC(=O)NC(=S)Nc1ccc(N2CCOCC2)c(Cl)c1	-33	10	-43	-2	-6	3	-2	1	6	-8	-6
CCOc1ccc2nc(CN3CCN(Cc4ccccc4OCC)C(CCO)C3)ccc2c1 (stereo not drawn)	-9	0	6	8	-4	13	4	18	5	9	13
COc1ccc(N2CCN(C(CNC(C)=O)c3ccc4c(c3)OCO4)CC2)cc1 (stereo not drawn)	1	2	-1	-15	-7	1	7	11	9	1	8

Reprinted from the part before: 2 entries; new compounds follow.
SMILES	TROY NFkB inh	KKLEB cytotox	Shn3 3UTR inh	NCOA3 inh	SRC1 inh	EBV LMP1 NFkB	NR5A2 inv ag	NR2F2 inh	CF NFkB block	TWEAK-Fn14 inh	TRAIL sens C8
CCOc1ccc2nc(CN3CCN(Cc4ccccc4OCC)C(CCO)C3)ccc2c1 (stereo not drawn)	-9	0	6	8	-4	13	4	18	5	9	13
COc1ccc(N2CCN(C(CNC(C)=O)c3ccc4c(c3)OCO4)CC2)cc1 (stereo not drawn)	1	2	-1	-15	-7	1	7	11	9	1	8
CCOC(=O)N1CCN(C(=O)CN(C)S(=O)(=O)c2ccc3c(c2)c(=O)n(C)c(=O)n3C)CC1	-21	-17	7	-11	-1	0	-27	-4	1	-3	-3
O=C(Cc1cccc2ccccc12)NNC(=O)Nc1ccc(Cl)cc1	-45	12	-34	-10	-5	.	-22	-15	-22	-54	7
COCCCn1c(=S)[nH]c2sc3c(c2c1=O)CCCS3	17	4	-17	6	-12	2	-11	12	-1	8	-8
Cc1nc2cc(F)ccc2n1C1CCN(S(=O)(=O)c2ccccc2)CC1	14	2	37	37	10	13	-8	17	18	-4	10
Cn1c(CCn2ccccc2=O)nc2cc(NC(=O)COc3ccccc3)ccc21	-22	-11	-32	-2	-55	-18	-31	1	-5	-12	7
O=C(Nc1ccc(N2CCOCC2)cc1N1CCOCC1)c1cccs1	1	-4	-1	-2	-2	6	6	-12	-12	12	3
COc1cc(O)c2c(c1)COC2=O	-8	6	5	9	3	10	12	-13	0	-16	-5
CCOc1ccc(CCNC(=O)c2oc3c(c2C)-c2[nH]ncc2CC3)cc1OCC	9	-16	-9	-22	2	1	-2	-9	12	0	-2
O=C(COC(=O)CN1C(=O)C2CCCCC2C1=O)Nc1ccc(S(=O)(=O)N2CCOCC2)cc1 (stereo not drawn)	-7	2	4	-17	8	0	12	2	-6	7	16
COCCCNC(=S)NNC(=O)c1cc(-c2ccncc2)nc2ccccc12	4	5	-17	2	1	-5	-2	11	-6	-13	-13
Cc1ccc(-n2nc(C)c3c2OC(N)=C(C#N)C3c2ccco2)cc1 (stereo not drawn)	11	8	-55	1	-19	-5	-9	7	-2	5	-11
COC(=O)c1ccc(/C=C/c2c(-c3ccc(OC)cc3)oc3ccc(N4CCOCC4)cc23)cc1	-7	0	-37	3	-5	-16	-23	-5	-12	14	15
COc1cccc(NC(=O)CSc2nc3c([nH]c4ccccc43)c(=O)n2C)c1	-3	-17	15	8	1	-53	13	1	2	4	3
CC(Sc1nnc(C2CC2)n1C)C(=O)Nc1ccc(N2CCOCC2)cc1 (stereo not drawn)	9	-4	-3	9	-3	8	5	-25	14	-8	0
Nc1ccc(N=Nc2ccc(N)cc2)cc1	-21	-9	-13	-54	-141	-18	-123	-48	3	20	48
O=C(Nc1ccc2c(c1)oc1ccccc12)c1ccc(Br)o1	-71	20	-34	-64	-71	-50	-123	-46	-5	-39	-3
CC(=O)c1ccc(NC(=O)C(C)Sc2ccccn2)cc1 (stereo not drawn)	-19	-5	-25	-12	-15	-2	-2	-3	2	31	-13
O=C(CSc1nnc(Nc2ccccc2F)s1)NC1CCCC1	-36	-17	-24	3	-35	-9	-21	-32	-9	11	-7
